# SIAE primary = human SIAE inhibitors, primary screen, biochemical, fluorescence polarization, FP-Rh probe, 1536-well HTS; 370,000 tested, 0.69% active; SIAE FP-Rh probe binding; inhibition, % at 9.66 µM;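 active = inhibition above a cutoff: mean of compounds within the control limits plus 3 SD of those, cut at about 17% in these data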;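 note: 0% = plate median of compound wells and 100% = probe without SIAE protein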
# Target sequence (Q9HAT2 whole entry, looked up): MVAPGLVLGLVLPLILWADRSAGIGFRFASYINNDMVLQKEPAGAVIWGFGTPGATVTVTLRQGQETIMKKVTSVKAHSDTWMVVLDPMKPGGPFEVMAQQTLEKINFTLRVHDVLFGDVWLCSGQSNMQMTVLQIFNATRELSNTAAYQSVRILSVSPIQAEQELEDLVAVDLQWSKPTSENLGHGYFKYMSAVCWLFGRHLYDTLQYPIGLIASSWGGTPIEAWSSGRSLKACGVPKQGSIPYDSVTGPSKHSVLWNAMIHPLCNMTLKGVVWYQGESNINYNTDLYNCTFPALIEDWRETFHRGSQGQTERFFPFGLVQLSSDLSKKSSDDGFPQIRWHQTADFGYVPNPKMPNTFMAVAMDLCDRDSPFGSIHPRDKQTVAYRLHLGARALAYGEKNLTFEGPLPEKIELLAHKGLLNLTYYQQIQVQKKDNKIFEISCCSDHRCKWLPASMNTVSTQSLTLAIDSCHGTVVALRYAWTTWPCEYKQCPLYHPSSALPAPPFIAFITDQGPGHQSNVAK
# UHRF1 binding = UHRF1 methylated DNA binding inhibitors, primary screen, counter-screen for MBD2 inhibitor project, biochemical, TR-FRET, human UHRF1, single concentration | E3 ubiquitin-protein ligase UHRF1 (Homo sapiens), Q96T88 | UHRF1 binding to methylated oligo | inhibition, % at 4.4 µM | 370,000 tested, 0.75% active; in the data active = inhibition above about 21%;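 note: UHRF1 SRA domain binding a hemimethylated CpG hairpin DNA probe; 0% = median of test compound wells and 100% = reference inhibitor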
# Tn6 DDE FP = inhibitors of Tn6 peptide binding to fibrin DD(E), primary screen, biochemical, fluorescence polarization, human fibrin, Tn6 probe; inhibition, % at 8.3 µM; Fibrin DD(E) TRITC-Tn6 fluorescence polarization displacement; 370,000 tested, 0.21% active;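 active = inhibition above a per-campaign cutoff: mean of compounds within control limits plus 3 SD, cut at about 15% in these data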;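 note: 0% = median of all compound wells on the plate and 100% = blocking peptide control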
# MBD2 DNA inh = inhibitors of MBD2 binding to methylated DNA, primary screen, biochemical, TR-FRET, DNA-binding domain, human; Methyl-CpG-binding domain protein 2 (Homo sapiens), Q9UBB5; 370,000 tested, 0.31% active; MBD2 binding to methylated oligonucleotide; inhibition, % at 4.4 µM; in the data active = inhibition above about 13%
# PRMT1 FP inh = PRMT1 methyltransferase inhibitors, primary screen, biochemical, fluorescence polarization; Protein arginine N-methyltransferase 1 (Homo sapiens), Q99873; recombinant PRMT1, activity-based probe fluorescence polarization; inhibition, % at 2.79 µM; 370,000 tested, 1.3% active;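 active = inhibition above about 21% made by adding two undisclosed values, limit read from the data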
# TDP2 inh = human TDP2 enzyme inhibitors, primary screen, biochemical, epi absorbance, recombinant enzyme; Tyrosyl-DNA phosphodiesterase 2 (Homo sapiens), O95551; T5PNP hydrolysis, p-nitrophenol absorbance 415 nm; inhibition, % at 12.8 µM; 370,000 tested, 0.34% active; AID 720702, 2013;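 active = inhibition above the mean of all tested compounds plus 3 SD, set per campaign, cut at about 25% in these data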;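 note: 0% = DMSO with enzyme and 100% = buffer with substrate but no TDP2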
# Target sequence (O95551 whole entry, looked up): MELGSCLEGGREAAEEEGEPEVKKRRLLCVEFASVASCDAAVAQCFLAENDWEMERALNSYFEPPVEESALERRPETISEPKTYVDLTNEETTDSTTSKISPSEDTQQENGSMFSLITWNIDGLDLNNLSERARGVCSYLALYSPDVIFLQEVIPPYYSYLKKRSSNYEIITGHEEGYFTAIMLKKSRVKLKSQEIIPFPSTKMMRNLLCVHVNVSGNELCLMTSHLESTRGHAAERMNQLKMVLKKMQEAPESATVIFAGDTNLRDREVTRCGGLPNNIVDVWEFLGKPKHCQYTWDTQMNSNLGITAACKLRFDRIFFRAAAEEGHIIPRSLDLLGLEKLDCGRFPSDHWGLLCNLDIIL
#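 test system = human TDP2 enzyme | input = TDP2 enzyme at 120 nM final | medium = 50 mM Tris-HCl pH 7.5 with Mg2+, KCl, DTT, BSA | also added = T5PNP substrate, 5 mM | times = 2 h at 37 °C | technique = epi absorbance | benchmarks = high control without enzyme, low control DMSO plus TDP2 | replication = each compound tested once, singlicate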
# Tn7 DDE FP = inhibitors of Tn7 peptide binding to fibrin DD(E), primary screen, biochemical, fluorescence polarization, human fibrin, Tn7 probe. Fibrinogen beta chain (Homo sapiens), P02675. FP displacement of FITC-Tn7 peptide from fibrin DD(E); 0% = median of compound wells per plate. inhibition, % at 8.3 µM. 370,000 tested, 0.13% active. AID 720508, 2013;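 active = inhibition above the mean of compounds falling within the control limits plus 3 SD of them, cut at about 14% in these data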;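 note: 0% = plate median of compound wells and 100% = 10 µM Aha-Tn7 peptide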
#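 Assay system: Human fibrin DD(E) protein | Medium: Tris buffer with calcium and detergent, pH 7.8 | Reagent: 0.1 µM fluorescent Tn7 | Compound dosing: Single point at 8.3 µM | Times: 10 min preincubation, 3 h with tracer, room temperature | Detection: Fluorescence polarization of the labelled Tn7 tracer | Controls: Aha-Tn7 high control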
# TCR-CD3 inh = inhibitors of human TCR-CD3 interaction, primary screen, biochemical, fluorescence, TAMRA-labeled TCR probe | inhibition, % at 9.4 µM | 360,000 tested, 0.37% active; in the data active = inhibition above about 19%;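 note: recombinant mutant TCR 2C K166C tagged with TAMRA read by polarization; 0% = receptor in buffer alone and 100% = receptor with positive control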
# proKLK7 act = proKLK7 zymogen activators, primary screen, biochemical, fluorescence intensity | 370,000 tested, 0.9% active | AID 652039, 2013 | Kallikrein-7 (Homo sapiens), P49862 | activation, % at 7 µM | purified proKLK7, EDANS-DABCYL substrate fluorescence; 100% is mature enzyme control, 0% vehicle;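 active = activation above the mean of all tested compounds plus 3 SD, computed per campaign excluding outliers beyond control limits, cut at about 13% in these data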
# LEDGF integ inh = blockers of LEDGF/p75-dependent integrase strand transfer – biochemical, TR-FRET, high throughput, primary screen; 370,000 tested, 0.64% active; AID 743269, 2014; HIV-1 integrase (with human LEDGF/p75); TR-FRET IN-LEDGF/p75 DNA integration, Eu/Cy5; inhibition, % at 3.7 µM;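 active = inhibition above the screen-wide mean plus 3 SD, cut at about 13% in these data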;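 note: signal is the Cy5 over europium emission ratio at 671 and 618 nm; 0% = plate median of compound wells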
# * hit, by the source's call; / = no result given. Rows are unselected (roughly 4.6% active in at least one column).
SMILES,SIAE primary,UHRF1 binding,Tn6 DDE FP,MBD2 DNA inh,PRMT1 FP inh,TDP2 inh,Tn7 DDE FP,TCR-CD3 inh,proKLK7 act,LEDGF integ inh
O=C(Nc1ccccc1C(=O)O)c1cccc(F)c1,-1,2,-2,1,1,7,0,2,-0.5,2
CC(=O)Cc1cc(O)c2ccccc2c1OC(=O)c1ccccc1,-1,6,12,3,1,-7,-14,1,-0.4,0
CCOc1ccc(N2C(=O)CC(N(O)c3ccccc3)C2=O)cc1 (stereo not drawn),2,0,2,-2,2,3,-2,1,96*,3
O=C(Nc1ccc2oc(-c3ccncc3)nc2c1)c1c(F)c(F)c(F)c(F)c1F,-4,-2,7,-1,-2,-1,-2,11,-0.1,-2
C[C@@H]1CN(C(=O)OC(C)(C)C)CCN1c1ccc(N2CC[C@H](O)C2)c(C#N)c1,1,-3,4,-9,10,-15,-9,-4,-1.2,4
Cc1ccc(-c2ccc(CN3C(CC(C)C)C(=O)N(Cc4cn(Cc5ccco5)nn4)CCS3(=O)=O)cc2)cc1 (stereo not drawn),-4,0,3,5,-3,0,1,9,0.0,1
CC1CCCC(C)N1C(=O)COC(=O)c1cccc(S(=O)(=O)N(C)c2ccccc2)c1 (stereo not drawn),-4,-1,-5,-1,-4,7,1,0,0.1,9
CCOC(=O)C1=C(CC)Nc2ccccc2N=C1NC(=O)c1cc(S(=O)(=O)N2CCOCC2)ccc1C,6,0,5,0,1,5,0,-7,-0.8,-5
O=C(OCc1cccc([N+](=O)[O-])c1)c1ccc[nH]c1=O,-4,7,-2,-2,8,-11,-5,2,-0.8,-5
CC(C(=O)Nc1ccc(F)c(F)c1F)N(C)CCOc1ccccc1 (stereo not drawn),1,1,-8,2,1,-4,0,-2,0.2,0
O=C(NCCN1C(=O)C2C3C=CC(C3)C2C1=O)N1CCCCC1 (stereo not drawn),-2,4,-14,7,6,-9,5,-4,0.1,4
O=C(C1CCCN1S(=O)(=O)c1ccccc1[N+](=O)[O-])N1CCN(c2ccccc2)CC1 (stereo not drawn),0,3,-5,5,6,-12,3,/,-0.5,-1
Cc1nn(C(C)(C)C)c(C)c1/C=N/OC(=O)Nc1ccc(Cl)c(Cl)c1,-23,1,-6,0,-1,0,2,-1,0.1,1
CSc1ccc(CCNS(=O)(=O)c2ccc3c(c2)C(C)(C)C(=O)N3C)cc1,0,0,0,2,-2,-2,-2,3,0.3,2
COc1cccc(CNC(=O)c2ccc(NC(=O)CC3SC(N4CCCC4)=NC3=O)cc2)c1 (stereo not drawn),-5,6,5,1,4,17,0,-2,-0.4,0
COc1ccc(CN2CCCC(CO)(Cc3ccc(F)cc3)C2)cc1C (stereo not drawn),1,-2,11,-1,-2,-6,-2,3,0.1,9
C#CC[N+]1(CC#Cc2cccc(C)c2)CCCCC1,-2,3,3,3,-1,-3,3,3,0.0,4
O=C(COC(=O)c1ccccc1Oc1ccccc1)NC1CC1,-10,2,7,-5,6,1,0,-3,0.0,6
O=C(N1CCOCC1)C12CC3CC(C1)CC(c1ccccc1)(C3)C2,-1,-2,2,3,-1,5,0,-6,0.2,-2
CCOC(=O)C1=CC[C@@H](c2cc3cc(OC)ccc3n2C)N(S(=O)(=O)c2ccc(C)cc2)[C@H]1C(=O)OCC,-1,20,-1,-3,-2,-11,0,1,0.3,0
COc1ccccc1N1CCN(CC(=O)Nc2c(C)n(C)n(-c3ccccc3)c2=O)CC1,7,4,-4,-7,0,-8,-3,0,0.0,4
COc1cc(OCc2ccccc2)c(C(=O)/C=C/c2ccc3c(c2)OCO3)c(OC)c1OC,-9,3,0,3,5,-15,-5,-9,-0.3,-3
COC(=O)c1c(NC(=O)Cc2ccc(OC)c(S(=O)(=O)N3CCOCC3)c2)sc(C)c1C,-6,0,9,2,2,-1,-1,3,-0.5,2
CCCCOC(=O)NCN1C(=O)C2C3C=CC(C3)C2C1=O (stereo not drawn),2,3,4,0,2,3,12,-1,0.0,0
Cc1ccn2cc(C(=O)Nc3ccccc3N3CCOCC3)nc2c1,4,-2,-8,0,2,-6,-4,4,-0.1,4
# The listing continues:
SMILES,SIAE primary,UHRF1 binding,Tn6 DDE FP,MBD2 DNA inh,PRMT1 FP inh,TDP2 inh,Tn7 DDE FP,TCR-CD3 inh,proKLK7 act,LEDGF integ inh
Nc1ccc(S(=O)(=O)NNC(=O)C(=O)NNc2ccccc2)cc1,6,-1,-1,2,-1,10,1,-2,-0.4,-1
COc1ccccc1Cc1noc(-c2cc(Cl)ccc2OC)n1,-5,4,1,6,2,-12,-5,3,0.1,1
CCC(=O)NS(=O)(=O)c1cccnc1Nc1ccc(Cl)cc1,-3,0,-2,2,1,7,5,-5,-0.1,1
CCCCCCCCN1C(=O)[C@@H](CC(=O)NCc2ccc(OC)c(OC)c2)C[C@@]2(C(=O)OC)C1=C[C@H](C1CCCC1)O[C@@H]2C,-2,1,5,3,6,-4,-6,-2,-0.3,-3
Cc1ccccc1-n1c(SCC(=O)c2cc(C)n(C)c2C)nnc1-c1ccncc1,-2,2,-9,4,-1,11,-5,0,-0.1,2
O=C(CSc1nnnn1-c1ccc(O)cc1)Nc1cccc(S(=O)(=O)N2CCCC2)c1,-10,0,6,-5,-2,-4,7,6,0.8,-6
CCOC(=O)C1CCN(C(=O)COC(=O)c2ccc(=O)n(Cc3ccccc3)n2)CC1,-4,1,2,0,-2,-13,-1,3,0.1,-2
COc1ccc(Cl)cc1NC(=O)C1CCN(C(=O)C2CC(=O)N(c3ccc(C)cc3)C2)CC1 (stereo not drawn),-3,1,9,3,0,15,0,5,0.3,1
O=C(O)CCCCCNC(=O)c1cccc(Br)c1,1,1,-2,4,1,10,-4,6,0.5,0
CC(C)c1nnc(NC(=O)c2ccc(S(=O)(=O)N3CCOCC3)cc2)s1,-4,1,-6,-1,7,10,-5,-7,0.0,-2
CN1CCN(S(=O)(=O)c2ccc(NC(=O)Nc3cccc(Cl)c3)cc2)CC1,-21,1,-15,3,1,-4,3,1,-0.1,-2
CCC(=O)NCCc1nc2ccccc2n1CC,2,14,-4,10,7,5,-1,-5,0.3,-1
CN(C(=O)c1c[nH]c(=O)cc1C(F)(F)F)c1ccc(Cl)cc1,-10,0,4,0,-1,2,0,2,0.0,1
O=S(=O)(Nc1cc(S(=O)(=O)N2CCOCC2)ccc1NCC1CCCO1)c1ccccc1F (stereo not drawn),3,1,1,1,-1,-7,-8,-2,0.3,5
Cc1ccc(Nc2nc(N)nc(CSc3nnc(C)s3)n2)cc1,4,2,-3,1,4,-1,-5,2,-0.1,-1
CC(C(=O)Nc1ccc(C#N)cc1)N(C)CC(=O)N(C)c1c(N)n(Cc2ccccc2)c(=O)[nH]c1=O (stereo not drawn),-5,0,3,2,-2,-4,-2,3,-0.7,1
Cc1ccc(N2C(=O)CC(N(O)C3CC(=O)N(c4ccc(C)cc4)C3=O)C2=O)cc1 (stereo not drawn),-8,4,8,-2,4,-5,7,-8,0.6,-3
Cc1cccc2cc3c(NC(=O)C(C)(C)C)nn(CC(C)C)c3nc12,-4,0,1,6,-8,-11,-6,3,2.5,1
O=C1OC(N2C(=O)CC[C@H]2C(=O)NCC2CCCO2)c2ccccc21 (stereo partly drawn),-4,1,-13,8,7,-12,2,-2,0.2,0
COC(=O)Cc1ccc(NC(=S)N2CCCC(CO)C2)cc1 (stereo not drawn),3,2,5,4,2,2,2,-3,0.1,-1
O=C(CCC1CCCN(C(=O)COc2ccccc2)C1)N1CCN(c2ccccn2)CC1 (stereo not drawn),-1,0,0,-4,-4,-8,-1,3,-0.6,-1
CCOc1cccc(-c2c(C(=O)N/N=C(\C)c3cccs3)nnn2-c2nonc2N)c1,3,-4,3,-6,-5,7,5,6,-21,2
O=C(OCC(=O)N1CCN(c2ccccc2)CC1)c1ccc(O)cc1O,0,5,3,8,5,-18,1,-4,0.1,-3
Cn1c(CC(=O)Nc2ccc(Cl)c(Cl)c2)nnc1SCC(=O)NCc1ccccc1,-12,5,3,6,6,-23,2,0,0.0,-1
CCC1CC(=O)CCN1S(=O)(=O)c1ccc(C)cc1 (stereo not drawn),-9,3,5,2,-4,-18,-3,0,0.5,0
# The listing continues:
SMILES,SIAE primary,UHRF1 binding,Tn6 DDE FP,MBD2 DNA inh,PRMT1 FP inh,TDP2 inh,Tn7 DDE FP,TCR-CD3 inh,proKLK7 act,LEDGF integ inh
COC(=O)C1=C(SC)N(c2ccccc2)C(c2ccccc2)CC1=O (stereo not drawn),-2,-4,4,-6,0,8,-1,-1,0.5,2
CC(C)(C)C1COc2ccccc2N1C(=O)c1ccccc1Cl (stereo not drawn),-1,2,5,3,1,3,1,-3,0.5,-4
COc1cccc(NC(=O)Nc2nnc(N3C(C)CCCC3C)s2)c1 (stereo not drawn),9,1,5,-4,-4,-16,-3,-2,0.1,3
CC(=O)Nc1ccc(C(=O)N2CCCCC2c2cc(C(=O)Nc3ccccc3Cl)no2)cc1 (stereo not drawn),-2,19,8,11,3,2,-3,-2,0.6,0
CC(=O)CCc1ccc(OCCCOc2cccc3cccnc23)cc1,4,2,0,-1,-1,0,-3,-8,-0.2,3
Cc1ccc(C(O)(C(=O)NNc2ccccn2)c2ccc(C)cc2)cc1,5,0,-5,-4,-2,4,-2,-2,1.7,-1
CCCCCc1nc2sc3c(c2c(=O)n1N)CCC3,-2,0,2,-1,-1,-1,0,1,-0.4,-3
CC(c1cccs1)N(Cc1ccco1)C(=S)Nc1ccc(F)c(Cl)c1 (stereo not drawn),5,-2,0,-6,1,14,2,4,0.4,1
Nc1cc(N)nc(SCc2ccc(Cl)cc2)n1,0,-3,-4,2,0,-4,3,10,-0.1,-3
Cc1cccc(OCCOC(=O)CN2C(=O)NC3(CCCC3)C2=O)c1,-5,-2,5,-2,0,-6,-2,5,0.5,2

# Copied from the entries so far, three compounds:
SMILES,SIAE primary,UHRF1 binding,Tn6 DDE FP,MBD2 DNA inh,PRMT1 FP inh,TDP2 inh,Tn7 DDE FP,TCR-CD3 inh,proKLK7 act,LEDGF integ inh
O=C(Nc1ccccc1C(=O)O)c1cccc(F)c1,-1,2,-2,1,1,7,0,2,-0.5,2
CC(=O)Cc1cc(O)c2ccccc2c1OC(=O)c1ccccc1,-1,6,12,3,1,-7,-14,1,-0.4,0
CCOc1ccc(N2C(=O)CC(N(O)c3ccccc3)C2=O)cc1 (stereo not drawn),2,0,2,-2,2,3,-2,1,96*,3

# Bioassay records (PubChem)
